# From PubChem
# GSTO1 counter = blocks human GSTO1 in RBBP9 counter-screen. inhibition, % at 5.96 µM. P78417. recombinant GSTO1, activity-based probe fluorescence polarization. 300,000 compounds, 1.1% hits;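 active = inhibition above the campaign mean inhibition plus 3 SD, cut at about 35% in these data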;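 also: 0% = GSTO1-1 with DMSO and 100% = wells lacking GSTO1-1 enzyme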
# PAFAH1B2 inh = blocks human PAF acetylhydrolase 1b catalytic subunit 2; recombinant PAFAH1B2, FP-rhodamine activity probe, fluorescence polarization; P68402; 340,000 compounds, 1.2% hits; inhibition, % at 3.39 µM;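 active = inhibition above the mean of all tested compounds plus 3 SD, cut at about 24% in these data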;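 also: 0% = enzyme with DMSO and 100% = wells lacking PAFAH1B2; many of its hits are not listed in these tables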
# LYPLA1 inh = LYPLA1 (human) inhibition in PME1 counter-screen; 320,000 compounds, 0.16% hits; O75608; inhibition, % at 5.9 µM; recombinant LYPLA1, FP-Rh probe fluorescence polarization;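 active = inhibition above the mean of all tested compounds plus 3 SD, set per campaign, cut at about 14% in these data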;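 also: inhibitors block serine hydrolase probe labeling of LYPLA1 so polarization falls; 0% = enzyme with DMSO and 100% = wells lacking LYPLA1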
# PAFAH2 FP inh = PAFAH2 (human) inhibition; recombinant PAFAH2, FP-rhodamine activity probe, fluorescence polarization; inhibition, % at 3.39 µM; 340,000 compounds, 0.99% hits;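 active = inhibition above the mean over all tested compounds plus 3 SD, cut at about 30% in these data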;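 also: inhibitors block probe labeling of enzyme so polarization drops; 0% = enzyme with DMSO and 100% = wells lacking PAFAH2 protein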
# pPAFAH inh = inhibitors of human plasma PAF acetylhydrolase (pPAFAH); AID 463082; recombinant pPAFAH, FP-rhodamine probe fluorescence polarization; 330,000 compounds, 1.5% hits; inhibition, % at 3.39 µM; Q13093;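 active = inhibition above the mean inhibition across the screen plus 3 SD, cut at about 25% in these data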;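 also: inhibitors block binding of the rhodamine activity-based probe so polarization drops; 0% = enzyme with DMSO and 100% = wells lacking pPAFAH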
# Target sequence (Q13093 whole entry, looked up): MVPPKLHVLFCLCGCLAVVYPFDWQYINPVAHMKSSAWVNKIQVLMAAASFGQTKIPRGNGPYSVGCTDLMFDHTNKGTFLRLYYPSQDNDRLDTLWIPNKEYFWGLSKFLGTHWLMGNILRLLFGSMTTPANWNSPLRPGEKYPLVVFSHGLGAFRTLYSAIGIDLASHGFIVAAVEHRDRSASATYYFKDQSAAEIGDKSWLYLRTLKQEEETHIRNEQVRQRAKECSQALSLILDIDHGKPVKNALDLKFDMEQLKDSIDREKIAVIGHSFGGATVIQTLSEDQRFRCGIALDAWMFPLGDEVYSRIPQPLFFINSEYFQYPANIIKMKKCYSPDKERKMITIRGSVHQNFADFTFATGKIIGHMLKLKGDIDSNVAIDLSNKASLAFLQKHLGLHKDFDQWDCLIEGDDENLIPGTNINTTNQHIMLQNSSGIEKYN
# PAFAH1B3 inh = PAFAH1B3 (human) inhibition; Q15102; recombinant PAFAH1B3, FP-rhodamine probe, fluorescence polarization; inhibition, % at 3.39 µM; 340,000 compounds, 0.28% hits;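 active = inhibition above the screen-wide average of all tested compounds plus 3 SD, cut at about 25% in these data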;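 also: 0% = enzyme with DMSO only and 100% = wells lacking PAFAH1B3 protein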
# PAD4 FP inh = blocks human protein arginine deiminase 4; Q9UM07; recombinant PAD4, RCA probe fluorescence polarization; inhibition, % at 6.36 µM; 330,000 compounds, 0.41% hits; AID 485272;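 active = percent inhibition above a cutoff equal to the mean of all tested compounds plus 3 SD, cut at about 15% in these data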;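 also: 0% = PAD4 with RCA probe and DMSO and 100% = probe without PAD4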
# PME-1 inh = PME-1 (human) inhibition; 320,000 compounds, 0.53% hits; AID 2130; inhibition, % at 5.9 µM; recombinant PME-1, FP-Rh probe fluorescence polarization;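 active = inhibition above the campaign mean of all compounds plus 3 SD, cut at about 26% in these data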;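 also: competitive labeling of PME-1 active site by serine hydrolase directed probe; 0% = PME-1 with DMSO and 100% = wells lacking PME-1 enzyme; inhibitors block probe labeling so polarization falls and inhibition rises; many of its hits are not listed in these tables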
# Target sequence (Q9Y570 whole entry, looked up): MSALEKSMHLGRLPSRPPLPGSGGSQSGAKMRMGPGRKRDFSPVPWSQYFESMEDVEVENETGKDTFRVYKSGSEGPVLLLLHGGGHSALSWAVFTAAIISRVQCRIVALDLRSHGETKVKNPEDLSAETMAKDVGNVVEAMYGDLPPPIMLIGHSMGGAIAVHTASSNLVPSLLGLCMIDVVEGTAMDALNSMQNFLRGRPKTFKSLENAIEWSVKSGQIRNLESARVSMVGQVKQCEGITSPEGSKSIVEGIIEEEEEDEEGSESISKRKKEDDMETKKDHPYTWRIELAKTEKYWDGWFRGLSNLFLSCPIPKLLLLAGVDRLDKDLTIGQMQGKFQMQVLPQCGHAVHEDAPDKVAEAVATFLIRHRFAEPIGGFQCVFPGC
# LYPLA2 inh = blocks human lysophospholipase 2, a PME1 counter-screen; O95372; recombinant LYPLA2, FP-Rh probe fluorescence polarization; inhibition, % at 5.9 µM; 320,000 compounds, 0.38% hits; AID 2177;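 active = inhibition above the screen-wide mean plus 3 SD, limit set per campaign, cut at about 26% in these data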;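 also: 0% = LYPLA2 with DMSO and 100% = wells lacking LYPLA2 enzyme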
# Target sequence (O95372 whole entry, looked up): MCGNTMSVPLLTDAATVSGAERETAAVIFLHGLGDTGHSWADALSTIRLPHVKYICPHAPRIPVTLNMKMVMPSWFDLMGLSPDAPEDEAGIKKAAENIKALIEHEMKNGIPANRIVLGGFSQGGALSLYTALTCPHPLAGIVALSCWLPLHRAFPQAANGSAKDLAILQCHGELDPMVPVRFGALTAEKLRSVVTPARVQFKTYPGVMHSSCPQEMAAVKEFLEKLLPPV
# Starred values were filed as active, the others as inactive; / = not tested or not shown.
SMILES,GSTO1 counter,PAFAH1B2 inh,LYPLA1 inh,PAFAH2 FP inh,pPAFAH inh,PAFAH1B3 inh,PAD4 FP inh,PME-1 inh,LYPLA2 inh
COc1ccc(S(=O)(=O)N2CC(C(=O)O)Oc3ccccc32)cc1 (stereo not given),-1.7,0.3,-4.0,0.9,3.8,5.2,-2.6,3.2,-2.2
Cc1ccc(NC(=S)NC(=O)C2CCC2)cc1C,-1.3,-5.0,0.3,2.0,7.1,10.4,0.6,19.4,1.6
COc1cc(NC(=O)C(Cc2ccccc2)n2cccc2)cc(OC)c1 (stereo not given),-5.1,2.1,-3.8,-9.7,-0.5,-4.3,-0.7,-0.5,-5.8
COc1ccc(CNC(=O)[C@H](C)[C@@H]2C[C@@]2(C)[C@@H](NC(=O)OCc2ccccc2)c2ccccc2)cc1OC,0.9,/,-3.3,/,-1.5,/,-1.5,-3.0,2.2
Cc1nc2ccccc2c2ncccc12,-3.7,3.1,1.9,1.4,-7.4,11.3,-3.6,-3.7,0.1
S=C(Nc1ccc(Cl)cc1)N(CCCN1CCOCC1)Cc1ccco1,5.2,-1.5,-5.0,-3.1,5.2,-4.1,-2.1,-6.9,-0.7
NS(=O)(=O)c1cccc(NC(=O)CSc2nc3ccccc3c(=O)n2CCCN2CCOCC2)c1,15.9,0.4,-2.3,12.7,0.4,7.5,0.5,3.3,4.5
CCOC(=O)c1c(/N=C/c2cc([N+](=O)[O-])ccc2O)sc(C)c1C,0.3,1.9,-6.7,-4.4,7.9,4.4,-8.9,-4.8,-7.0
Cc1cc(C(=O)N/N=C/c2sccc2C)no1,0.1,-0.4,1.7,2.3,5.3,6.5,0.1,1.7,4.2
CS(=O)(=O)Cc1ccc(C(=O)NC(c2ccccc2)c2ccccc2)cc1,-2.0,4.1,2.4,-13.1,5.0,-11.3,2.0,0.0,3.2
O=C(NCC1CCCO1)c1ccc2c(=O)n(-c3ccccc3)c(=S)[nH]c2c1 (stereo not given),1.9,3.3,0.9,-2.4,7.7,2.1,0.4,-3.1,2.1
NC(=O)CCn1cnc2ccccc21,0.5,4.5,-1.4,3.0,0.9,-10.9,7.5,2.8,-6.2
O=C(Nc1ccccn1)c1ccc2c(=O)n3c(nc2c1)CCCCC3,/,0.6,-1.7,6.0,-2.5,-3.3,-6.2,5.6,-1.6
O=C(CCN1CCN(C/C=C/c2ccccc2)CC1)Nc1ccc(Cl)cc1,1.0,-2.9,-0.2,1.5,4.0,-3.9,0.0,1.5,14.1
O=C(CCc1nnc(Cc2c[nH]c3ccccc23)o1)NC(C1CC1)C1CC1,-5.0,3.6,1.0,2.6,4.7,9.9,-4.3,0.4,-10.0
Cc1ccc(NS(=O)(=O)c2cc(C(=O)Nc3cccc([N+](=O)[O-])c3)ccc2C)cc1,-28.0,-6.2,-28.8,-14.2,-1.0,-13.2,-7.2,-33.2,-48.8
Cc1ccc(-c2nn3c(C)nnc3c3ccccc23)cc1S(=O)(=O)N(C)CCO,-4.0,5.8,4.4,1.3,-3.6,2.0,-1.2,-3.1,4.0
Cc1ccn2c(c1)nc(=S)n2C(=O)c1ccccc1,3.3,9.1,0.3,3.8,3.9,-2.6,-5.7,-0.7,0.2
NNC(=O)c1sccc1OCc1cccc(C(F)(F)F)c1,26.8,-2.6,-6.1,22.1,2.3,5.9,2.9,-3.4,-10.5
COc1ccc(-c2cn3cc(C)ccc3n2)cc1OC,-3.0,2.3,4.2,-2.5,2.7,1.6,-4.0,-3.0,2.8
COC(=O)c1c(C)oc(C)c1S(=O)(=O)NCc1ccco1,1.1,-1.4,-2.1,3.6,3.7,-2.8,1.4,-0.2,-1.9
CSc1cccc(NC(=O)CSc2nc3ccccc3o2)c1,-8.6,5.2,-3.1,-0.3,1.6,6.5,-4.8,-8.2,-0.2
O=C(CSc1nc(N2CCOCC2)nc(N2CCOCC2)n1)Nc1cccc(C(F)(F)F)c1,2.4,1.1,-2.7,0.7,-1.1,8.8,-1.8,5.1,4.9
Cc1csc(SCC(=O)NC(C)c2ccc(F)cc2)n1 (stereo not given),8.0,4.3,3.0,2.1,0.9,7.2,-7.0,2.9,-2.2
CCCCCCC(=O)OCC(=O)c1ccc2c(c1)NC(=O)CO2,20.9,4.1,-2.6,3.5,3.2,-2.9,-3.4,1.0,4.7
CC(C)(C)C(=O)Nc1nnc(SCC(=O)NC2CC2)s1,-5.0,1.9,-0.1,-5.1,1.2,6.9,0.3,-7.1,-1.6
C=CCSc1nnc(CNC(=O)c2ccccc2C)n1C(C)C,-4.2,1.4,2.0,5.2,3.7,8.3,0.0,-4.4,0.3
O=C(CNC(=O)c1ccc(Cl)cc1)N/N=C/C=C/c1ccccc1,-1.2,3.4,0.3,1.7,2.8,2.7,-1.4,0.9,1.2
COCc1nnc(NC(=O)c2ccc(S(=O)(=O)N(C)Cc3ccccc3)cc2)o1,-0.5,4.0,-0.7,-0.9,7.2,0.0,-3.0,2.0,4.3
COc1ccc(/C=N/NC(=O)C(=O)Nc2ccccn2)cc1OC,10.6,-0.3,-4.2,-3.6,4.6,-0.2,0.5,-8.2,-3.0
O=C(Oc1ccc(Br)cc1C(=O)/C=C/c1ccccc1F)c1ccco1,4.9,-8.2,-11.4,-14.5,-2.7,-7.3,2.0,-26.9,-12.7
O=C(O)CCC(=O)NNc1ccccc1[N+](=O)[O-],6.8,1.3,-1.5,1.2,-1.2,1.7,2.4,2.6,-4.2
Cc1cc(C)c(NS(=O)(=O)c2c(C(=O)N3CCOCC3)c(C)n(C)c2C)c(C)c1,4.9,-0.1,0.4,2.0,29.2*,7.5,-2.1,-0.5,1.9
COc1ccc(CNC(=O)C(c2ccco2)N(C(=O)c2snc(C(N)=O)c2N)c2cccc(OC)c2)cc1 (stereo not given),-8.0,1.5,-3.4,10.9,6.7,-6.8,0.5,-5.3,-10.5
Cc1cc2ncn(C(=O)N3CCCC3)c2cc1C,5.4,5.0,4.3,5.6,4.0,1.5,2.8,5.3,1.2
CC(C)c1ccc(C2C3=C(CC(C)(C)CC3=O)NC3=C2C(=O)c2ccccc23)cc1 (stereo not given),-3.4,9.8,-9.3,12.3,9.1,23.6,-0.2,11.2,-2.9
c1ccc(CCCc2nc(-c3ccccn3)no2)cc1,5.6,8.1,-2.4,-2.2,-6.4,2.3,1.2,0.9,-2.7
CCOC(=O)C1=C(C)NC(=S)N(C(C)=O)C1c1ccc(OC)c(OC)c1 (stereo not given),13.2,/,2.1,/,2.9,/,3.4,-6.1,5.6
O=C(NCc1cccnc1)/C(=C/c1ccc(Cl)cc1)NC(=O)c1ccccc1,-2.3,0.7,-0.6,-6.4,3.6,-1.4,-1.4,-1.1,1.2
Cc1ccccc1-c1nc(CS(=O)CC(=O)NCCN2CCN(Cc3ccccc3)CC2)c(C)o1 (stereo not given),-3.0,-1.6,-0.5,-7.0,-2.1,4.5,0.3,6.9,0.1

# In another format: entries from further up.
structure	GSTO1 counter	PAFAH1B2 inh	LYPLA1 inh	PAFAH2 FP inh	pPAFAH inh	PAFAH1B3 inh	PAD4 FP inh	PME-1 inh	LYPLA2 inh
O=C(CCc1nnc(Cc2c[nH]c3ccccc23)o1)NC(C1CC1)C1CC1	-5.0	3.6	1.0	2.6	4.7	9.9	-4.3	0.4	-10.0
Cc1ccc(NC(=S)NC(=O)C2CCC2)cc1C	-1.3	-5.0	0.3	2.0	7.1	10.4	0.6	19.4	1.6

# (more compounds)
SMILES,GSTO1 counter,PAFAH1B2 inh,LYPLA1 inh,PAFAH2 FP inh,pPAFAH inh,PAFAH1B3 inh,PAD4 FP inh,PME-1 inh,LYPLA2 inh
CC[C@]12c3[nH]c4cc(-c5ccco5)ccc4c3CCN1C(=O)[C@@H](CC(=O)NCCCn1ccnc1)C[C@@H]2C(=O)N1CCN(C(=O)C2CC2)CC1,/,1.4,/,-2.7,8.2,8.4,2.4,/,/
CC1CN(CC(=O)Nc2nc3ccccc3s2)CC(C)O1 (stereo not given),3.1,5.1,-3.1,3.9,2.9,0.9,0.8,-2.0,-1.7
Cc1ccc(NC(=O)C(C)SCc2nc3sc(C)c(C)c3c(=O)[nH]2)nc1 (stereo not given),-3.6,0.6,0.3,0.4,3.5,2.7,2.9,-2.9,4.5
CCCS(=O)(=O)NCc1cn2cccc(C)c2n1,-0.8,4.4,-0.8,7.3,-0.6,1.8,3.8,-3.1,-3.2
C/C(=N\NS(=O)(=O)c1ccc(C)cc1)c1cccs1,6.0,-4.7,-1.1,1.6,-3.4,-1.8,-1.1,9.1,-2.5
O=[n+]1cc(-c2cccc3ccccc23)n([O-])c2c1CCC2,2.3,-0.5,-0.2,9.0,2.4,-0.8,1.6,-3.9,1.6
CC(=O)N1c2ccc(S(=O)(=O)N3CCC(C(=O)Nc4cccc(F)c4)CC3)cc2CC1C (stereo not given),0.6,2.0,-4.5,-6.3,8.8,8.7,0.8,-4.6,-8.8
CC(=O)N[C@@H](Cc1c[nH]c2ccccc12)C(=O)NC1CC1,-0.5,6.4,6.7,5.0,6.4,13.5,-1.1,-3.5,-1.2
O=c1[nH]c2ccccc2cc1CN(CC1CCCO1)S(=O)(=O)c1ccc(Cl)cc1 (stereo not given),-2.6,10.0,-1.7,-0.9,-1.2,-8.2,-6.1,-0.8,0.1
CCOC(=O)CN1C(=O)C2(OCCCO2)c2cc(Br)ccc21,-6.7,7.5,-2.8,0.8,6.2,3.6,1.5,1.8,-3.2
CN(C)C(=O)C(OC(=O)c1ccc2ccccc2n1)c1ccccc1 (stereo not given),-1.0,3.9,4.2,2.2,0.3,11.4,4.8,5.8,7.0
Cc1cc(NS(=O)(=O)c2ccc(NC(=O)c3ccc(Cl)cc3[N+](=O)[O-])cc2)no1,-3.1,1.9,2.0,6.1,7.0,1.7,-7.4,-3.0,3.6
Cc1csc2c(=O)[nH]cnc12,0.6,8.5,1.5,-2.0,2.3,8.2,-2.7,-3.2,-3.5
Cc1nn(-c2ccccc2)c(C)c1C(=O)OCC(=O)N1CC(=O)Nc2ccccc21,5.8,4.6,-5.3,6.7,-1.2,2.1,-2.5,2.0,-5.3
CSCCOC(=O)COc1ccc(/C=N/NC(=O)c2nn(C)cc2Cl)cc1,-1.9,-1.6,-4.4,7.0,-4.3,5.7,-1.4,1.6,-0.1
CCc1ccc(C(=O)c2cnc3ccc(OC)cc3c2N2CCN(CC)CC2)cc1,5.3,0.4,3.1,2.0,-1.0,7.0,1.3,-1.4,-0.5
CC(/C=C/c1ccccc1F)=N\NC(=O)c1cccc(F)c1,-0.3,2.5,1.2,-4.0,-0.1,-9.6,1.1,-7.1,0.8
C=CCN1C(=O)c2ccc(C(=O)N3CCN(c4ccccc4OC)CC3)cc2C1=O,3.8,1.0,0.7,2.5,-5.0,0.8,-0.6,5.3,-1.1
Cc1cc(-c2ccccc2)nc2[n+]1CCN2C,0.8,-5.8,-3.5,-1.1,0.6,17.1,4.2,2.5,-0.1
NC(=O)C1CCN(C2=C(NS(=O)(=O)c3ccc(Br)cc3)C(=O)c3ccccc3C2=O)CC1,34.8*,10.6,0.0,8.2,8.4,8.1,-14.4,7.5,11.3
CCOc1ccc(S(=O)(=O)n2cnc3ccccc32)cc1,3.6,0.0,2.9,3.6,1.5,3.6,1.0,-1.6,0.1
O=C1[C@@H](Oc2ccccc2)[C@@H](c2cnc3ccccc3c2)N1c1ccccc1,/,-0.2,/,3.4,5.1,9.4,-2.4,/,/
OC1CCNC(=S)N1c1ccccc1 (stereo not given),-1.6,2.2,0.6,0.3,-5.6,3.5,-2.0,7.1,8.0

# Only part of the results is shown; count on the stated rates, not on these rows.
